From PubChem
TROY NFkB inh – inhibitors of TROY-dependent NF-kB signaling; Q293 LMP1-TROYcd NF-kB luciferase reporter, 4 h; inhibition, % at 10 µM; 360,000 compounds, 0.98% hits;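 active = compounds whose plate-normalised and pattern-corrected inhibition of the luciferase reporter signal at the single screening dose is 50% or more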
TLR9-MyD88 inh – inhibitors of human TLR9-MyD88 binding. Q9NR96+Q99836. CHO BLA complementation TLR9-MyD88, CCF4 FRET ratio. inhibition, % at 4.98 µM. 340,000 compounds, 0.21% hits. AID 504734;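 active = inhibition above the mean over all tested compounds plus 3 SD, cut at about 21% in these data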;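 also: 0% = DMSO only wells and 100% = clavulanate BLA inhibitor control wells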
NOD2-RIPK2 inh – inhibitors of human NOD2-RIPK2 interaction. 360,000 compounds, 0.38% hits. inhibition, % at 4.98 µM. CHO BLA complementation NOD2-RIPK2, CCF4 ratio. O43353; in the data active = inhibition above about 21%;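 also: 0% = vehicle only and 100% = reference blocker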
NR2F2 inh – blocks human COUP-TFII nuclear receptor; P24468; HEK293T NGFI-A luciferase reporter, luminescence; inhibition, % at 8.6 µM; 370,000 compounds, 0.7% hits; AID 686940;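 active = inhibition above a per-plate cutoff, mean inhibition of test wells between control levels plus 3 SD, cut at about 38% in these data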;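 also: cells cotransfected with COUP-TFII expression vector driving the NGFI-A reporter; 0% = median of COUP-TF2 test wells and 100% = reporter-only cells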
TWEAK Fn14 block – TWEAK-Fn14 signaling inhibition. TWEAK-stimulated Fn14 reporter cells, luciferase luminescence, 8 h. inhibition, % at 10 µM. 360,000 compounds, 2% hits. AID 1159606; in the data active = inhibition above about 50%
EBV LMP1 NFkB – Epstein-Barr LMP1 NF-kappaB reporter inhibition | LMP1-induced NF-kappaB luciferase reporter cells, luminescence | inhibition, % at 12.5 µM | 350,000 compounds, 0.69% hits; in the data active = inhibition above about 41%;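 also: 0% = neutral control wells and 100% = reference inhibitor control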
NCOA1 inh – human NCOA1 inhibition. inhibition, % at 3.6 µM. AID 588354. HEK293 GAL4-SRC1 luciferase reporter, luminescence. 360,000 compounds, 0.12% hits;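 active = inhibition above the campaign mean plus 3 SD, with each screening campaign given its own cutoff, cut at about 60% in these data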;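 also: 0% = DMSO treated cells and 100% = gossypol at 36 µM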
C8 TRAIL sens – sensitizes caspase-8 expressing cells to TRAIL; NB7+C8 cells + TRAIL, ATPlite viability luminescence; inhibition (viability loss, TRAIL sensitization), % at 10 µM; 360,000 compounds, 1% hits; AID 624354;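 active = compounds causing at least 50% loss of cell viability in the single-dose screen, relative to plate controls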
NCOA2 inhibitor – inhibits human steroid receptor coactivator 2 | HEK293 GAL4-SRC2 luciferase reporter, luminescence | inhibition, % at 9 µM | 370,000 compounds, 0.17% hits | AID 651957;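 active = inhibition above the mean inhibition of all tested compounds plus 3 SD, set per campaign, cut at about 52% in these data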;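 also: 0% = DMSO treated cells and 100% = cells given Gossypol at 36 µM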
NR5A2 inv ag – inverse agonists of human LRH-1 (NR5A2); HEK293T StAR-luciferase reporter, LRH-1 transfected, 24 h; O00482; AID 602396; inhibition, % at 3.6 µM; 360,000 compounds, 0.13% hits;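 active = inhibition above the mean inhibition of all tested compounds plus 3 SD, cut at about 73% in these data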;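 also: 0% = DMSO wells and 100% = reporter-only cells lacking LRH-1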
NCOA3 inh – inhibitors of human steroid receptor coactivator 3 (SRC3); HEK293 GAL4-SRC3 luciferase reporter, luminescence; inhibition, % at 3.6 µM; 360,000 compounds, 0.17% hits; AID 588352;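 active = inhibition above a per-campaign cutoff, the mean of all compounds plus 3 SD, cut at about 60% in these data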;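 also: 0% = DMSO-treated cells and 100% = gossypol-treated cells at 36 µM; higher means less SRC3-driven luciferase light from the GAL4 reporter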
Numbers without * were called inactive; nt = not tested or not shown. Not all compounds are listed; count on the stated rates, not on these rows.

SMILES	TROY NFkB inh	TLR9-MyD88 inh	NOD2-RIPK2 inh	NR2F2 inh	TWEAK Fn14 block	EBV LMP1 NFkB	NCOA1 inh	C8 TRAIL sens	NCOA2 inhibitor	NR5A2 inv ag	NCOA3 inh
CCc1cnc(Nc2nc(C(N)Cc3ccc(Cl)cc3)cs2)nc1 (configuration not stated)	4	nt	3	-15	-6	nt	-11	49	-9	-15	-18
COc1cc2cc3c(N)c(C(=O)Nc4sc(C)c(C)c4C#N)sc3nc2cc1OC	19	3	-1	-6	-8	1	5	26	24	1	-19
CCNC(=O)CN(c1ccccc1)S(=O)(=O)c1ccc(Cl)cc1	26	-4	2	1	-2	-3	3	-4	-29	-9	-14
COc1ccc(C=NCCc2ccc(OC)c(OC)c2)cc1OC	-2	11	1	-5	-1	-3	9	-5	-24	-1	-1
CCOc1ccc(-c2nnc3ccc(SC(C)C)nn23)cc1	23	-9	0	-20	2	-8	0	-1	15	0	-18
Cc1cc(C)c(S(=O)(=O)Nc2cccc3nsnc23)c(C)c1	19	-18	1	11	-3	-5	8	-2	2	-13	9
CN(CC(=O)Nc1cccc(F)c1)CC(=O)Nc1cc(S(=O)(=O)N2CCOCC2)ccc1Cl	18	4	1	0	4	-3	-9	-2	16	4	26
CCSc1nnc(-c2ccncc2)o1	-6	-3	5	-26	14	-7	-26	-17	-15	1	-22
Cc1onc(-c2ccccc2Cl)c1C(=O)N1CCc2ccccc2C1	4	10	-4	21	4	-2	6	6	-13	-4	7
COc1ccc(C(=O)NCC(c2ccco2)N2CCc3ccccc32)cc1OC (configuration not stated)	15	2	0	7	-5	0	-10	8	1	-19	8
COCCNC(=S)NNC(=O)c1ccc(-n2cnnn2)cc1	0	4	-4	23	5	-7	3	7	-6	-13	18
Nn1c(C2CCCCC2)nc2ccccc2c1=O	9	7	5	-24	10	1	8	-5	-20	-16	16
O=C(Nc1ccc(Cl)cc1)Nc1nc(-c2sccc2Br)cs1	-25	4	-2	5	-31	-70	-29	8	-27	-2	-12
O=C(Cn1nc(C(=O)O)c2ccccc2c1=O)Nc1ccc(Br)cc1	15	9	-6	-5	-6	-2	-38	-22	-5	2	-15
OCCC1CN(Cc2cccc3nonc23)CCN1C1CCCCC1 (configuration not stated)	-2	-5	-5	-2	19	-11	-9	-1	13	5	17
Cc1cccc2cc(CN(Cc3cccs3)S(=O)(=O)c3ccc4c(c3)OCCO4)c(=O)[nH]c12	-2	4	-4	1	11	6	2	2	-28	1	-2
CC(C)(C)c1ccc(C(=O)C2CCCN(C(=O)CN3CCCC3=O)C2)cc1 (configuration not stated)	-8	-1	12	20	6	-5	-7	-4	-54	5	9
O=C(CS(=O)c1ccc(F)cc1)Nc1ccccc1Cl (configuration not stated)	11	5	-19	8	-12	5	-6	-1	18	-9	14
Oc1ccc(C[C@H]2CNC(=S)N2CC2CCCN2C[C@H](Cc2ccccc2)N2C[C@H](Cc3ccc(O)cc3)N(CC3CCCCCC3)C2=S)cc1 (some centres not stated)	-1	3	-7	16	41	5	17	14	11	6	6
COc1cccc(CN(C)C(=O)Cc2ccc(OC)c(S(=O)(=O)N3CCOCC3)c2)c1	-19	8	10	13	-7	3	-26	8	11	9	9
Cc1ccc(NC(=O)c2c([N+](=O)[O-])cnn2C)cc1C	15	4	-17	17	-21	-2	12	14	-11	-9	-8
CCc1nc2c(OCc3ccc(C(F)(F)F)cc3)cccn2c1N(C)C(=O)c1ccco1	-21	nt	-1	17	-4	nt	7	-7	4	-11	-5
O=C(OCc1ccccc1)N1CCCC1/C=C/CN1CCOCC1 (configuration not stated)	-23	-8	-7	-2	15	4	-5	6	8	-3	-5
Nc1ccn([C@@H]2O[C@H](C(=O)N3CCCN(Cc4cccs4)CC3)[C@@H](O)[C@H]2O)c(=O)n1	0	nt	-2	-9	2	nt	3	8	-3	-33	-5
Cn1c(=O)n(C/C=C/c2ccccc2)c(=O)c2c1nc1n2CCCN1c1ccc(F)cc1	35	-4	-5	10	48	15	-11	40	1	7	11
CCOc1ccc2nc(SCc3ccc(F)cc3)sc2c1	-88	2	2	-27	10	-20	-64	3	-20	5	-9
O=C(CN1CCCC1)Nc1ccccc1Cl	10	-14	8	10	-2	5	-2	-3	-5	-35	3
COc1ccc(Nc2nc(-c3c(C)nc4ncccn34)cs2)cc1	-2	6	5	-107	3	34	-20	-29	17	1	-6
COC(=O)CN(C)C(=O)c1ccc2nc(Cc3cccc(Cl)c3)oc2c1	-47	6	4	-12	-31	-20	-56	9	-31	-71	-100
Cc1ccc(S(=O)(=O)N2CCOCC2)cc1C(=O)Nc1ccc(-c2cn3ccsc3n2)cc1	19	4	-10	8	33	-5	9	22	-44	26	8
CCn1cnc2c(Nc3cc(F)cc(F)c3)nc(C#N)nc21	-54	-1	-7	-7	3	1	-32	16	-13	-1	-38
CCn1cc(-c2cc(C(F)(F)F)n3nc(C(=O)O)cc3n2)c(C)n1	0	-3	-12	3	16	-8	-17	5	10	1	4
CCCCCNC(=O)c1cn(CC)c2cc(N3CCN(C)CC3)c(F)cc2c1=O	3	3	-3	8	-1	4	7	-2	-5	-5	-2
O=C(C[C@H]1C/C=C\CC[C@@H](Cc2ccc(F)cc2)C(=O)OC[C@H]2CCCN2C1=O)N[C@H](CO)Cc1ccccc1	-1	-1	-9	5	-7	2	-3	6	21	1	-11
COc1ccc(CCN=Cc2ccc(O)cc2)cc1OC	12	-14	-5	14	-1	14	-14	8	3	-8	-11
COc1ccc(OC)c(CN2CCN(C(=O)c3ccco3)CC2)c1	1	1	-9	3	4	6	20	10	2	8	1
FC(F)(F)Oc1ccccc1C(c1nnnn1Cc1ccccc1)N1CCN(C/C=C/c2ccccc2)CC1 (configuration not stated)	5	nt	-10	8	14	nt	-16	6	3	3	7
COc1cccc(NC(=O)N(C)C[C@H]2Oc3cc(Br)ccc3S(=O)(=O)N([C@H](C)CO)C[C@H]2C)c1	-5	8	-4	-17	-2	-7	-8	-5	-13	16	10
OCCN1CCN(c2nc(N3CCCCC3)nc(N3CCCCC3)n2)CC1	-5	6	-5	5	1	0	0	-15	-14	-12	13
Cc1noc(NC(=O)c2ccc(F)cc2)c1C#N	-6	-2	-7	-9	3	-9	-18	-10	-7	8	-26

3 of the compounds above, bar-delimited:
SMILES | TROY NFkB inh | TLR9-MyD88 inh | NOD2-RIPK2 inh | NR2F2 inh | TWEAK Fn14 block | EBV LMP1 NFkB | NCOA1 inh | C8 TRAIL sens | NCOA2 inhibitor | NR5A2 inv ag | NCOA3 inh
COc1ccc(OC)c(CN2CCN(C(=O)c3ccco3)CC2)c1 | 1 | 1 | -9 | 3 | 4 | 6 | 20 | 10 | 2 | 8 | 1
CCCCCNC(=O)c1cn(CC)c2cc(N3CCN(C)CC3)c(F)cc2c1=O | 3 | 3 | -3 | 8 | -1 | 4 | 7 | -2 | -5 | -5 | -2
COc1ccc(CCN=Cc2ccc(O)cc2)cc1OC | 12 | -14 | -5 | 14 | -1 | 14 | -14 | 8 | 3 | -8 | -11

Further entries.
SMILES	TROY NFkB inh	TLR9-MyD88 inh	NOD2-RIPK2 inh	NR2F2 inh	TWEAK Fn14 block	EBV LMP1 NFkB	NCOA1 inh	C8 TRAIL sens	NCOA2 inhibitor	NR5A2 inv ag	NCOA3 inh
CCCCOC1CC(c2ccc(OCc3ccc(OC)cc3)c(OC)c2)N(C)O1 (configuration not stated)	13	2	-3	16	-4	-6	-10	12	-6	-8	-4
CC(C)(C)C(=O)Nc1ccc(/C=C/C(=O)c2ccco2)cc1	72*	10	7	-5	54*	1	-67	18	-32	-79	-81
O=C(Cc1cccc(NC(=O)C2CCCN(C(=O)C3CCCCC3)C2)c1)Nc1cccc(C(=O)N2CCCCC2)c1 (configuration not stated)	5	12	-2	2	7	2	6	-3	-22	12	2
COc1ccc(NC(=S)N(CCN(C)C)C(C)c2ccco2)cc1Cl (configuration not stated)	13	6	1	-5	-16	-5	0	-11	-15	16	13
CC1(C)C([N+](=O)[O-])C(c2ccc(Cl)cc2)NC(c2ccc(Cl)cc2)C1[N+](=O)[O-] (configuration not stated)	23	-5	-7	3	6	9	5	-2	10	7	18
Cc1cccc(-c2noc(CCCC(=O)NC3CCCCC3)n2)c1	-4	2	-7	-15	-7	10	7	-11	-1	18	3
COc1ccc(Cl)cc1-c1cc(C(=O)Nc2cc(OC)c(OC)c(OC)c2)[nH]n1	-17	nt	-3	-1	40	nt	-19	21	-19	-20	-51
COc1ccc(Cc2nc3ccc(C(=O)NCCSC)cc3o2)cc1	-60	3	-11	-7	-55	-8	-43	-1	-11	-37	-51
CC1(c2ccc3ccccc3c2)NC(=O)NC1=O (configuration not stated)	-14	3	4	-2	-1	9	-9	26	-28	-9	-5
O=C(Nc1sc2c(c1C(=O)NCC1CCCO1)CCCC2)c1cccs1 (configuration not stated)	-28	-12	1	-17	-3	2	-12	-23	8	7	-7
COC(=O)c1cc2sc(Cl)cc2n1CC(=O)NCC1CCCO1 (configuration not stated)	-5	12	3	7	-5	-2	0	-14	7	8	-7
Cc1cc(NC(=O)CSc2nc3c(cc2C#N)CCCCC3)no1	2	2	1	-4	4	-41	-6	4	1	-19	-22
Cc1c(C(=O)NC(=S)Nc2ccc3c4c(cccc24)CC3)cccc1[N+](=O)[O-]	7	-2	5	12	21	-5	-9	2	-41	-24	18
Cc1coc2c(C)c3oc(=O)c(CCC(=O)N[C@@H](C)C(=O)N[C@@H](Cc4ccccc4)C(=O)O)c(C)c3cc12	5	2	-9	8	-2	-5	-11	-6	8	2	-5
Cc1ccc(CNc2oc(-c3ccco3)nc2C#N)cc1	-11	1	0	-2	-17	11	15	-8	-19	-8	10
CCOC(=O)C1=C(C)C(c2ccc(OC)cc2)NC(=O)N1 (configuration not stated)	8	-9	-2	2	17	-7	-4	-8	5	-9	-1
COc1ccc(-c2csc3ncnc(N4CCN(c5ccccc5[N+](=O)[O-])CC4)c23)cc1	7	2	-9	nt	12	4	7	26	nt	7	5
CCn1c(SCC(=O)OC(C)C)nnc1-c1ccccc1	16	nt	-6	-3	-8	nt	11	10	9	13	9
O=C(CN1CCOCC1)N1CCN(S(=O)(=O)c2ccccc2)C1c1ccccc1 (configuration not stated)	-6	2	-3	1	3	-4	-2	-20	4	-2	9
O=C(Nc1ccccc1)N1CCN(C2c3ccccc3-c3ccccc32)CC1	9	1	6	-12	-2	-4	5	-4	10	-14	-9
O=C(CCn1cnc2ccccc21)N/N=C/C=C/c1ccccc1	-33	nt	6	4	3	10	-15	10	-1	23	-9
COc1cc2c(cc1OC)C(C(=O)NCc1cccnc1)C(c1cccnc1)N(C)C2=O (configuration not stated)	12	-7	-7	-8	7	8	6	-13	-12	21	3
CCC(C)NC(=O)c1c(C)cc(=O)oc1C (configuration not stated)	11	4	11	20	-1	-4	2	-7	4	10	-16
O=C(NNC(=O)c1ccccc1OCc1ccc(F)cc1)c1ccncc1	-25	-6	2	-16	-15	2	12	-30	-25	-7	-22
NC(=O)[C@@H]1CCCN1Cc1nc(Cc2cccc(C(F)(F)F)c2)no1	7	-6	0	8	15	0	-22	-2	-22	3	16
COc1ccccc1CCC(=O)Nc1ccc2c(c1)c(=O)n(C)n2Cc1ccc(F)cc1	12	nt	5	6	-2	nt	1	12	25	4	-22
